High-throughput results deposited in PubChem BioAssay by Southern Research Specialized Biocontainment Screening Center.
inhibitors of VEEV = inhibitors of VEEV TC-83 cytopathic effect, confirmation, Vero cells (AID 588727) | Vero cells, VEEV TC-83 cytopathic effect inhibition; higher % means a stronger effect | one-dose inhibition, % at 20 µM; IC50 in µM for titrated hits | 350,000 compounds, 0.13% hits; in the data active = a potency from the dose series; inconclusive = inhibition mostly from about 14% at the one dose, without a potency; inactive = the rest, 99 in 100 with inhibition below about 12%; note: strong numbers were not always called active
An asterisk follows results filed as active; i = inactive; ? = inconclusive. These rows are one share of the data; the hit share may differ from the screen's.

canonical_smiles | inhibitors of VEEV
COC(=O)c1ccc2cc(OC)c(OC)cc2c1 | 0.5%
COc1ccc(/C=C/C(=O)OCC(=O)N2c3ccccc3CC2C)cc1OC (stereo unspecified) | 1.2%
O=Cc1c(Cl)[nH]c(=O)n1-c1ccccc1 | 1.2%
C[C@@H]1CCCCO[C@H](CN(C)C(=O)c2ccccc2)[C@@H](C)CN([C@H](C)CO)C(=O)c2cc(NC(=O)NC3CCCCC3)ccc2O1 | 0.4%
CC(=O)c1ccc(OCc2cn(CC(=O)c3ccc(O)cc3)nn2)c(C)c1 | 0.5%
O=C(NC1CCCc2c1cnn2-c1ccccc1F)c1ccncc1 (stereo unspecified) | i
S=C(NCCc1ccccc1)N1CCC2CC1c1c(Cl)cccc12 (stereo unspecified) | 0.6%
Cn1c(=O)c2c(ncn2CC(=O)OCC(=O)c2ccc(Br)cc2)n(C)c1=O | i
Cc1ccc(S(=O)(=O)NCc2ccccc2)cc1C(=O)NCc1ccncc1 | 0.8%
CSc1nc(=O)[nH]nc1Sc1ccccc1 | 0.2%
O=C(NCc1ccncc1)Nc1ccc(Cc2ccc(NC(=O)NCc3ccncc3)cc2)cc1 | 3.6%
CCOc1ccc(Cc2c(O)nc(SC)[nH]c2=O)cc1 | 1.2%
CCOC(=O)c1[nH]c(=S)n(-c2ccccc2)c1C(=O)OCC | 1.6%
Cn1c(=O)c2c(ncn2CCOC(=O)C(C)(C)Oc2ccc(Cl)cc2)n(C)c1=O | 1.8%
C[C@@H]1CCCCO[C@H](CN(C)Cc2ccc(C(=O)O)cc2)[C@@H](C)CN([C@H](C)CO)C(=O)c2cc(NC(=O)CCC(F)(F)F)ccc2O1 | 1.0%
Cc1c(NC(=O)CSc2nnc(-c3ccncc3)n2C)c(=O)n(-c2ccccc2)n1C | 1.1%
O=C(C[C@H]1C[C@H]2c3cc(NC(=O)CC4CC4)ccc3O[C@H]2[C@H](CO)O1)NCc1ccccc1F | 0.4%
Cc1ccc(NCN2C(=O)c3ccccc3C2=O)cc1Cl | 0.6%
NS(=O)(=O)c1ccc(CCNC(=O)COC(=O)Cc2ccc(Cl)cc2)cc1 | 2.3%
COc1ccc(OC)c(NC(=O)c2cccc(NC(=O)c3ccco3)c2)c1 | 12%
O=C(NC(CC(=O)N1CCN(c2ccccc2)CC1)c1ccccc1)c1ccccc1 (stereo unspecified) | 7.3%
CN(C)CC(=O)Nc1ccc2c(c1)[C@H]1C[C@H](CC(=O)NCc3ccc4c(c3)OCO4)O[C@H](CO)[C@H]1O2 | i
CCc1ccc(CN2CCC(n3nccc3NC(=O)c3ccccc3OC)CC2)o1 | 1.9%
CS(=O)(=O)c1ccc(C2=C(CNC(=O)c3cccs3)[C@H]3CC[C@@H](C2)N3CCOc2ccccc2)cc1 | 2.0%
Cc1cc(C)c2cc(C#N)c(NCCCNC(=O)c3cccnc3)nc2c1 | 0.8%
CC1(C)CC(=O)C=C(C#CC2(O)CCCCC2)C1 | ?
O=C(O)C(=O)Nc1ncn[nH]1 | i
O=S(=O)(c1ccc(NC(=S)N2CCCCC2)cc1)N1CCCCC1 | i
COCOCCn1cc(CN2CCS(=O)(=O)N(Cc3ccc(-c4ccccc4)cc3)C(C(C)C)C2=O)nn1 (stereo unspecified) | 1.6%
COCC(=O)Nc1ccc2c(c1)[C@@H]1C[C@H](CC(=O)NCc3cccc(F)c3)O[C@@H](CO)[C@@H]1O2 | 2.7%
CN1OC[C@@H]2CN(C(=O)C(C)(C)C)[C@H](c3ccc(-c4cc5ccccc5o4)cc3)C[C@@H]21 | 0.8%
COc1ccc(CN(C)C(=O)CCNS(=O)(=O)c2ccccc2)c(OC)c1 | 4.0%
CCOC(=O)c1cccc(C2=C(CNC(=O)c3cccnc3)[C@H]3CC[C@@H](C2)N3Cc2ccccc2)c1 | 1.7%
COc1ccc(NC(=S)N2CCC3CC2c2c(Cl)cccc23)c(OC)c1 (stereo unspecified) | 0.0%
C[C@H](CO)N1C[C@H](C)[C@@H](CN(C)C(=O)c2cccc(F)c2)Oc2cc(-c3cncnc3)ccc2S1(=O)=O | 0.7%
CN(Cc1c(C(=O)N/N=C/c2ccccc2O)nnn1-c1nonc1N)C1CCCCC1 | 11%
COc1ccc(N)cc1NC(=O)CN1CCOCC1 | 1.7%
O=C1NCCCC1(c1ccccc1)c1ccccc1 | i
O=C(c1cc(COc2cccc3cccnc23)on1)N1CCC[C@H]1CO | 1.7%
c1ccc2c(c1)-c1nc3ccccc3cc1C2N1CCCCC1 (stereo unspecified) | 6.5%
Cc1cc(C)c(NC(=O)CNC(=O)c2cc(C3CC3)nc3c2cnn3C(C)C)c(C)c1 | 2.7%
O=C(COC(=O)/C=C/c1cccc(F)c1)NCc1ccc2c(c1)OCO2 | 1.0%
Cc1cccc(NC(=O)CN(C)S(=O)(=O)c2cnc[nH]2)c1C | i
CCCCN(C(C)=O)c1ccc2c(c1)C1CC2CCN1Cc1ccccc1 (stereo unspecified) | i
CCN(CC(=O)Nc1ccc(OC)cc1)C(=O)c1cccc(S(=O)(=O)N2CCN(c3ccccc3)CC2)c1 | 1.7%
Nc1cc(S(=O)(=O)c2ccc(N3CCCCC3)c(N)c2)ccc1N1CCCCC1 | 0.3%
O=[N+]([O-])c1ccc2cn(C3OC(CO)C(O)C3O)nc2c1 (stereo unspecified) | 0.4%
COc1ccc(CN(C)C[C@H]2OCc3cnnn3CCCC(=O)N([C@H](C)CO)C[C@@H]2C)cc1 | i
C[C@@H]1CN([C@@H](C)CO)C(=O)CCCn2nncc2CO[C@H]1CN(C)S(=O)(=O)c1ccccc1C#N | 0.7%
O=C(Cn1cc(F)c(=O)[nH]c1=O)c1ccco1 | 5.3%
C[C@H](CO)N1C[C@H](C)[C@@H](CN(C)Cc2ccc(Oc3ccccc3)cc2)OCc2cnnn2CCCC1=O | 1.0%
COc1ccc(S(=O)(=O)N2CCOC2CNC(=O)C(=O)NCc2ccccn2)cc1OC (stereo unspecified) | i
CC(C)C1C(=O)N(Cc2cn(Cc3ccco3)nn2)CCS(=O)(=O)N1Cc1ccc(-c2ccc(Cl)c(Cl)c2)cc1 (stereo unspecified) | 6.3%
C[C@H](NC(=O)C1CCN(S(=O)(=O)c2ccccc2)CC1)C(=O)NC1CC1 | 0.0%
Cc1cccc(NC(=O)COC(=O)CN2C(=O)C3CCCCC3C2=O)c1C (stereo unspecified) | i
Cc1noc(C)c1COc1ccc(C(=O)NCC2(N(C)C)CCCCC2)cc1 | i

Following part.
canonical_smiles | inhibitors of VEEV
Cn1c(=O)c2c(-c3ccccc3)n(-c3ccccc3N)cc2n(C)c1=O | 0.5%
Cc1ccccc1CN(C)C[C@@H]1OCc2cnnn2CCCC(=O)N([C@@H](C)CO)C[C@H]1C | i
N#CC(C#N)c1ccnc2ccccc12 | 1.5%
CCn1cc(CN2CCCC(C(=O)Nc3cccc(-n4cccn4)c3)C2)cn1 (stereo unspecified) | i
COc1ccc(CCC(=O)Nc2ccc(S(=O)(=O)N3CCOCC3)cc2)cc1OC | 0.4%
COc1cc(C(C)n2nnc3ccccc32)ccc1O (stereo unspecified) | 2.9%
COCCCN(Cc1cc(OC)c(OC)c(OC)c1)C(=S)Nc1cccc(SC)c1 | 9.2%
CN(Cc1ccccc1)S(=O)(=O)c1ccc(Cl)c(C(=O)N2CCOCC2)c1 | 0.7%
CN(C)S(=O)(=O)n1cc(/C=C(\NC(=O)c2ccccc2F)C(=O)NCCN2CCOCC2)c2ccccc21 | 5.1%
CCCC#Cc1cnc2c(c1)C(=O)N([C@H](C)CO)C[C@@H](C)[C@@H](CN(C)C(=O)Nc1cccc(F)c1)O2 | 1.2%
COc1ccc(CS(=O)/C(Cl)=C(/Cl)C(=O)Nc2ccc(OC)nc2)cc1 (stereo unspecified) | i
CC1C(=O)N(Cc2cn(CC3CCCCC3)nn2)CCS(=O)(=O)N1Cc1ccc(-c2cccc(CO)c2)cc1 (stereo unspecified) | 1.8%
C[C@@H](O)CNC(=O)c1[nH]cnc1C(=O)Nc1cccc(Cl)c1 | 5.1%
COc1ccc2c([N+](=O)[O-])c(N3CCOCC3)[nH]c2c1 | 0.1%
O=S(=O)(c1ccc(Cl)cc1)N1Cc2ccccc2-n2nncc2C1 | i
CCN(CC(=O)Nc1c(F)cccc1F)C(=O)CCCN1C(=O)c2cccc3cccc(c23)C1=O | 8.8%
Cc1ccccc1CN(C)C[C@@H]1OCc2cnnn2CCCC(=O)N([C@H](C)CO)C[C@H]1C | i
Cc1ccc(OCc2cc(C(=O)N(C)C3CCCc4ccccc43)no2)cc1C (stereo unspecified) | i
O=C(O)c1sc(C(=O)O)c(-c2ccccc2)c1-c1ccccc1 | i
CC(=O)OC1C(OC(C)=O)C2C(C)CC3OC(=O)C(C)C3CC2(C)C1OC(C)=O (stereo unspecified) | i
COc1cc(Cl)ccc1OCc1cc(C(=O)N2CCN(C3CCCCC3)CC2)no1 | i
CC(C)CC1C(=O)N(Cc2cn(CC3CCCCC3)nn2)CCS(=O)(=O)N1Cc1ccc(-c2ccc(Cl)cc2)cc1 (stereo unspecified) | i
C[C@@H]1CCCCO[C@@H](CN(C)C(=O)Cc2ccccc2)[C@@H](C)CN([C@H](C)CO)C(=O)c2cc(N(C)C)ccc2O1 | 0.4%
O=C(OCc1cn([C@@H]2CN(CC3CCCCC3)[C@@H](c3ccccc3)C[C@H]2O)nn1)c1ccccc1 | 1.4%

A different layout for some results above:
COc1cc(Cl)ccc1OCc1cc(C(=O)N2CCN(C3CCCCC3)CC2)no1
- inhibitors of VEEV: i
CC(C)CC1C(=O)N(Cc2cn(CC3CCCCC3)nn2)CCS(=O)(=O)N1Cc1ccc(-c2ccc(Cl)cc2)cc1 (stereo unspecified)
- inhibitors of VEEV: i

Other records
canonical_smiles | inhibitors of VEEV
COc1cc(NC(C)CCCN)c2nc(C)ccc2c1Oc1ccc(F)cc1 (stereo unspecified) | 56%
O=C(O)c1cscc1Cc1cccs1 | i
CCN1C(=O)CSC1=Nc1ccc(C(=O)OC)cc1 | 0.8%
COc1cccc(CN2CC(C(=O)NCCc3cn4cccnc4n3)CCC2=O)c1 (stereo unspecified) | 1.3%
Cc1ccc(C(=O)OCC(=O)Nc2cccc(Br)c2)s1 | i
COc1ccccc1N1CCN(C(=O)[C@@H]2CCCN2C2=NS(=O)(=O)c3ccccc32)CC1 | 1.1%
Cc1ncc(CO)n1Cc1ccc(Cl)cc1 | 1.5%
C#CCN(C[C@@H]1[C@@H](OC(=O)NCC2CCCCC2)[C@@H](OC(=O)NCC2CCCCC2)Cn2c(=O)ccc(=O)n21)S(=O)(=O)c1ccc(C)cc1 | 4.5%
C[C@H](CO)N1C[C@H](C)[C@H](CN(C)S(=O)(=O)c2ccc3c(c2)OCCCO3)OCc2cnnn2CCCC1=O | i
COc1ccc([C@H]2C[C@@H](O)[C@H](n3cc(COC(=O)c4ccccc4)nn3)CN2Cc2cccs2)cc1 | i
C[C@H](CO)N1C[C@H](C)[C@@H](CN(C)S(=O)(=O)c2ccc3ccccc3c2)OCc2cn(nn2)CCCC1=O | i
COCOCCn1cc(CN2CCS(=O)(=O)N(Cc3ccc(-c4ccncc4)cc3)C(C(C)C)C2=O)nn1 (stereo unspecified) | i
Cc1ccc(C)c2c1CCCC2=O | i
CC(C)(C)Cc1c(-c2ccc(F)cc2)nc2ccc(Br)cn12 | 5.3%
C[C@H](O)[C@@H]1C(=O)N2CCc3c([nH]c4ccccc34)[C@@H]2C[C@@H]1N(C)C(=O)Nc1ccc(F)cc1 | 2.0%
Cc1cn([C@H]2C[C@H](O)[C@@H](CNC(=O)[C@@H]3CCCN3Cc3ccccc3)O2)c(=O)[nH]c1=O | 1.3%
Cc1cccc(NC(=O)CSc2nncn2N)c1C | i
COc1ccc(-c2noc(CN(C)C(=O)CCCN3C(=O)[C@H]4CC=CC[C@H]4C3=O)n2)cc1 | 1.1%
COc1ccc(C(=O)N/C(=C\c2ccc(Cl)cc2)C(=O)NCCN2CCOCC2)cc1 | 1.5%
COc1cc(/C=C2\SC(=O)N(CC(=O)Nc3cccc(C)c3)C2=O)cc([N+](=O)[O-])c1O | 2.6%
CC1(C)CC(=O)C=C(c2ccccc2-c2ccc(S(C)(=O)=O)cc2)C1=O | 1.9%

Ordered by molecular weight (lowest first): part of the list above.
canonical_smiles | inhibitors of VEEV
Cc1ccc(C)c2c1CCCC2=O | i
Cc1ncc(CO)n1Cc1ccc(Cl)cc1 | 1.5%
Cc1cccc(NC(=O)CSc2nncn2N)c1C | i
Cc1ccc(C(=O)OCC(=O)Nc2cccc(Br)c2)s1 | i
CC1(C)CC(=O)C=C(c2ccccc2-c2ccc(S(C)(=O)=O)cc2)C1=O | 1.9%
Cc1cn([C@H]2C[C@H](O)[C@@H](CNC(=O)[C@@H]3CCCN3Cc3ccccc3)O2)c(=O)[nH]c1=O | 1.3%
COc1ccc(-c2noc(CN(C)C(=O)CCCN3C(=O)[C@H]4CC=CC[C@H]4C3=O)n2)cc1 | 1.1%
COc1cc(/C=C2\SC(=O)N(CC(=O)Nc3cccc(C)c3)C2=O)cc([N+](=O)[O-])c1O | 2.6%
COc1ccc(C(=O)N/C(=C\c2ccc(Cl)cc2)C(=O)NCCN2CCOCC2)cc1 | 1.5%
C[C@H](O)[C@@H]1C(=O)N2CCc3c([nH]c4ccccc34)[C@@H]2C[C@@H]1N(C)C(=O)Nc1ccc(F)cc1 | 2.0%
COc1ccccc1N1CCN(C(=O)[C@@H]2CCCN2C2=NS(=O)(=O)c3ccccc32)CC1 | 1.1%
COCOCCn1cc(CN2CCS(=O)(=O)N(Cc3ccc(-c4ccncc4)cc3)C(C(C)C)C2=O)nn1 (stereo unspecified) | i
C[C@H](CO)N1C[C@H](C)[C@H](CN(C)S(=O)(=O)c2ccc3c(c2)OCCCO3)OCc2cnnn2CCCC1=O | i
C#CCN(C[C@@H]1[C@@H](OC(=O)NCC2CCCCC2)[C@@H](OC(=O)NCC2CCCCC2)Cn2c(=O)ccc(=O)n21)S(=O)(=O)c1ccc(C)cc1 | 4.5%
